TDP-43 yeast inh = TDP-43 toxicity inhibition in yeast. TDP-43 expressing yeast growth rescue, BacTiter-Glo, 24 h. Potency, µM (series often up to 46.1 µM), without a hit: at the highest dose growth rescue (activation), most hits filed as activators. 410,000 compounds, 1.8% hits; note: % of control where 0% means no effect; nearly all actives have a fitted effect of over 50% in size
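Cell-based yeast growth screen: TDP-43 expression induced in galactose, inoculum OD600=0.02 after raffinose pregrowth to mid-log. Read-out BacTiter-Glo luminescence at 24 hr, 30 deg C; inhibition of toxicity seen as signal increase.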
HT1080NT lethal = kills 2HG-producing HT-1080-NT fibrosarcoma cells; HT-1080-NT fibrosarcoma viability, CellTiter-Glo ATP luminescence, 48 h; Potency, µM (titrated, usually from 46.1 µM), without a hit: at the highest dose activity, negative = less viability, most hits filed as cytotoxic; 360,000 compounds, 1.6% hits;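 note: NT is the 2HG producing partner of a matched IDH1 knockdown line; 0% = DMSO-treated cells and -100% = media-only wells without cells; nearly all actives have a fitted effect of over 55% in size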
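A 48-hour cytotoxicity screen used HT-1080-NT cells plated 2 hours before compound delivery. ATP-based CellTiter-Glo luminescence measured viability, normalized to DMSO and no-cell controls.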
SW480 rerep = inducers of DNA re-replication in SW480 colon cancer cells | SW480 DNA re-replication, Hoechst DNA content imaging, 48 h | Potency, µM (titrated, usually from 46.1 µM), without a hit: at the top dose re-replication activation, actives largely listed as activators | 340,000 compounds, 1.8% hits | AID 624297; note: % of control where 0% means no effect; nearly all actives have a fitted effect of over 55% in size
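Readout is total intensity of Hoechst-stained nuclei, excited at 405 nm and collected at 500-530 nm. Compound treatment lasted 48 hr at 37 C in 5% CO2 before staining.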
KB-3-1 tox = kills parental KB-3-1 adenocarcinoma cells; AID 1347075; 400,000 compounds, 1.4% hits; KB-3-1 viability, CellTiter-Glo ATP luminescence, 72 h; Potency, µM (highest dose often 46.1 µM), without a hit: top-dose activity change, negative = cytotoxic, most hits filed as cytotoxic; note: % is set by controls: 0 for no effect and ±100 for the full control effect; nearly all actives have a fitted effect of over 60% in size
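Luminescent ATP read-out (CellTiter-Glo) measures survival of drug-naive KB-3-1 cells after 72 h compound exposure at 37 °C. Titration series was screened from lowest to highest concentration, with DMSO vehicle plates as background controls.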
GLP-1R inv ag = GLP-1 receptor (human) inverse agonism; 410,000 compounds, 1.6% hits; HEK293 GLP-1R CRE-luciferase, luminescence, 24 h; GLP-1R form is constitutively active; Potency, µM (highest dose often 38.3 µM), for inactives: at the top dose activity change, negative = inhibition, actives largely listed as inhibitors; AID 624417; note: % is set by controls: 0 for no effect and ±100 for the full control effect; nearly all actives have a fitted effect of over 55% in size
Target sequence (P43220 whole entry, looked up): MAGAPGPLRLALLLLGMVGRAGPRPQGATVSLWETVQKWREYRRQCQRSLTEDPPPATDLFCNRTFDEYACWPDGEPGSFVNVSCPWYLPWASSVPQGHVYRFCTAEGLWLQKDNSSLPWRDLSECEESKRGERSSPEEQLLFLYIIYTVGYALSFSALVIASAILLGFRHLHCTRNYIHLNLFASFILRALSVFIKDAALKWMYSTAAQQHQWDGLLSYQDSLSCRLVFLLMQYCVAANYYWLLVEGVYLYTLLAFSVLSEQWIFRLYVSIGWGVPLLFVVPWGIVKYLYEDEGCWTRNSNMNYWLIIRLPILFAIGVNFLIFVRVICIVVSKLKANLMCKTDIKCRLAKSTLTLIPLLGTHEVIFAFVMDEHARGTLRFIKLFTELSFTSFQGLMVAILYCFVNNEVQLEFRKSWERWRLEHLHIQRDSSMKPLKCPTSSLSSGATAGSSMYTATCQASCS
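HEK293 cells stably co-expressing a cAMP-responsive luciferase reporter and constitutively active GLP-1R were seeded, incubated 12 h, then exposed to compounds for 24 h at 37 C. Luminescence was read 12 min after detection reagent; inverse agonists lower signal.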
GLP1R ag = GLP-1 receptor (human) agonism | P43220 | 380,000 compounds, 0.007% hits | HEK293 GLP-1R CRE-luciferase, luminescence, 4-6 h; cells express a hypersensitive GLP-1R form | Potency, µM (titrated, usually from 45.6 µM), for inactives: at the top dose activation, hits mostly activators; note: % of control where 0% means no effect
KB-V1 MDR tox = KB-V1 MDR subline cytotoxicity; KB-V1 MDR cells viability, CellTiter-Glo, 72 h; Potency, µM (titrated, usually from 46.1 µM), inactives show at the highest dose activity change, negative = cytotoxicity, usual class: cytotoxic; 400,000 compounds, 3.4% hits; AID 1347076; note: % is set by controls: 0 for no effect and ±100 for the full control effect; nearly all actives have a fitted effect of over 60% in size
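qHTS viability screen in drug-selected KB-V1 MDR cells: 72 h compound treatment at 37 degrees C, ATP luminescence end point.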
HEK293 tox = cytotoxicity in counter-screen for GLP-1R inverse agonists; HEK293 cAMP-luciferase reporter cells, luminescence, 24 h; Potency, µM (titrated, usually from 38.3 µM), for the others: at the highest dose activity change, negative = inhibition, most hits filed as inhibitors; 410,000 compounds, 0.13% hits; AID 624418;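 note: loss of luciferase light is scored as toxicity; % is set by controls: 0 for no effect and ±100 for the full control effect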
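Step one: seed cells (200 cells/uL, DMEM with 10% Nu serum, 1% pen-strep). Step two: 12-hour incubation at 37 deg C. Step three: pin 23 nL compound, incubate 24 hr. Step four: add luciferase reagent, read luminescence 12 min later.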
HT1080 IDH1KD tx = toxicity to HT-1080 IDH1 knockdown cells (counter line). Potency, µM (series often up to 46.1 µM), for inactives: top-dose activity, negative = toxicity, most hits filed as cytotoxic. AID 686971. HT-1080 IDH1 knockdown viability, ATP luminescence, 48 h. 360,000 compounds, 2% hits;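 note: 0% = DMSO wells and -100% = cell-free medium wells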
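Cytotoxicity counter-line: IDH1KD HT-1080, 48 h, CellTiter-Glo. Curves classed by r2, magnitude and activity.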
The depositor's hits bear a star. Calls come from the whole dose curve; as a rule, active = well fitted curve in the direction sought with a large enough effect; inconclusive = small, poorly fitted or top-dose-only effect, or another doubt; inactive = no such curve, though single readings can be large; an effect the other way counts as inactive or inconclusive. Potency is the fitted concentration of half-maximal effect.

Sample of the layout:
How did N#C/C(=C\c1ccccc1Br)C(=O)NC1CC1 do in these assays?
TDP-43 yeast inh: inconclusive; HT1080NT lethal: -3%; SW480 rerep: -6%; KB-3-1 tox: 0%; GLP-1R inv ag: 11%; GLP1R ag: -6%; KB-V1 MDR tox: -38%; HEK293 tox: 0%; HT1080 IDH1KD tx: -1%

How did CN(c1ccccc1)S(=O)(=O)c1cccc(NC(=O)Cc2c(F)cccc2Cl)c1 do in these assays?
TDP-43 yeast inh: -14%; HT1080NT lethal: 0%; KB-3-1 tox: -24%; GLP-1R inv ag: 7.9µM*; GLP1R ag: 9%; KB-V1 MDR tox: inconclusive; HEK293 tox: -7%; HT1080 IDH1KD tx: -9%

Main list, previewed entries included:
How did N#C/C(=C\c1ccccc1Br)C(=O)NC1CC1 do in these assays?
TDP-43 yeast inh: inconclusive; HT1080NT lethal: -3%; SW480 rerep: -6%; KB-3-1 tox: 0%; GLP-1R inv ag: 11%; GLP1R ag: -6%; KB-V1 MDR tox: -38%; HEK293 tox: 0%; HT1080 IDH1KD tx: -1%

How did CN(c1ccccc1)S(=O)(=O)c1cccc(NC(=O)Cc2c(F)cccc2Cl)c1 do in these assays?
TDP-43 yeast inh: -14%; HT1080NT lethal: 0%; KB-3-1 tox: -24%; GLP-1R inv ag: 7.9µM*; GLP1R ag: 9%; KB-V1 MDR tox: inconclusive; HEK293 tox: -7%; HT1080 IDH1KD tx: -9%

How did Cc1cc(C)n2nc(CC(=O)NC3CCCC(C)C3C)nc2n1 (stereo not given) do in these assays?
TDP-43 yeast inh: -24%; HT1080NT lethal: -2%; SW480 rerep: 1%; KB-3-1 tox: 1%; GLP-1R inv ag: 3%; GLP1R ag: 2%; KB-V1 MDR tox: 1%; HEK293 tox: 10%; HT1080 IDH1KD tx: -1%

How did Cn1cc(S(=O)(=O)Cc2ccc(F)cc2)c2ccccc21 do in these assays?
TDP-43 yeast inh: 8%; HT1080NT lethal: 14%; SW480 rerep: -8%; KB-3-1 tox: -2%; GLP-1R inv ag: 2%; GLP1R ag: 3%; KB-V1 MDR tox: -24%; HEK293 tox: 3%; HT1080 IDH1KD tx: 11%

Results for Cc1ccc(NC(=O)CSc2nnc(-c3cccnc3)n2CCN2CCCCC2)cc1 ?
TDP-43 yeast inh: -27%; HT1080NT lethal: -4%; SW480 rerep: inconclusive; KB-3-1 tox: 8%; GLP-1R inv ag: 8%; GLP1R ag: 0%; KB-V1 MDR tox: inconclusive; HEK293 tox: -4%; HT1080 IDH1KD tx: 3%

What do the screens show for `CC(C)(C)NC(=O)CN(C(=O)CS(=O)CC(=O)Nc1ccc(F)cc1)c1cccc(F)c1` (stereo not given)?
TDP-43 yeast inh: 16%; HT1080NT lethal: 14%; SW480 rerep: -1%; KB-3-1 tox: 6%; GLP-1R inv ag: -7%; GLP1R ag: 0%; KB-V1 MDR tox: -7%; HEK293 tox: -8%; HT1080 IDH1KD tx: 14%

How did O=C(NCc1cn(-c2ccccc2)nc1-c1ccccc1)c1ccc([N+](=O)[O-])cc1 do in these assays?
TDP-43 yeast inh: 8%; HT1080NT lethal: 0%; SW480 rerep: 4%; KB-3-1 tox: -1%; GLP-1R inv ag: -4%; GLP1R ag: -5%; KB-V1 MDR tox: 6%; HEK293 tox: -32%; HT1080 IDH1KD tx: -18%

What do the screens show for `COc1ccccc1-c1c(C#N)c(N)nc2c1CCc1ccccc1-2`?
TDP-43 yeast inh: 20µM*; HT1080NT lethal: 15µM*; SW480 rerep: 21µM*; KB-3-1 tox: 13µM*; GLP-1R inv ag: inconclusive; GLP1R ag: 5%; KB-V1 MDR tox: 16µM*; HEK293 tox: -2%; HT1080 IDH1KD tx: 16µM*

How did CCc1nonc1NC(=O)COc1ccc(Cl)c(C)c1 do in these assays?
TDP-43 yeast inh: 20%; HT1080NT lethal: 13%; SW480 rerep: inconclusive; KB-3-1 tox: -1%; GLP-1R inv ag: 5%; GLP1R ag: 0%; KB-V1 MDR tox: -5%; HEK293 tox: 0%; HT1080 IDH1KD tx: 10%

How did COc1ccc(S(=O)(=O)N(C)CC(=O)Nc2cccc(C(C)=O)c2)cc1C do in these assays?
TDP-43 yeast inh: -17%; HT1080NT lethal: 1%; SW480 rerep: 1%; KB-3-1 tox: 1%; GLP-1R inv ag: 3%; GLP1R ag: 12%; KB-V1 MDR tox: -23%; HEK293 tox: 3%; HT1080 IDH1KD tx: 1%

Results for CCOC(=O)c1c(NC(=O)CSc2nnc(-c3ccncc3)n2Cc2ccco2)sc(C(C)=O)c1C ?
TDP-43 yeast inh: -21%; HT1080NT lethal: -4%; SW480 rerep: -7%; KB-3-1 tox: -4%; GLP-1R inv ag: 10%; GLP1R ag: -2%; KB-V1 MDR tox: -5%; HEK293 tox: 1%; HT1080 IDH1KD tx: 0%

What do the screens show for `CCOC(=O)C1=C(c2ccccc2)NC(=O)NC1c1ccc(OC)cc1` (stereo not given)?
TDP-43 yeast inh: 20%; HT1080NT lethal: 3%; SW480 rerep: 1%; KB-3-1 tox: 1%; GLP-1R inv ag: 9%; GLP1R ag: 7%; KB-V1 MDR tox: -27%; HEK293 tox: -8%; HT1080 IDH1KD tx: -14%

How did COc1ccccc1CN1CCN(Cc2nc(-c3ccc(C)cc3)oc2C)CC1 do in these assays?
TDP-43 yeast inh: inconclusive; HT1080NT lethal: -4%; SW480 rerep: 8%; KB-3-1 tox: 0%; GLP-1R inv ag: inconclusive; GLP1R ag: -4%; KB-V1 MDR tox: -1%; HEK293 tox: -9%; HT1080 IDH1KD tx: -2%

Results for CC(=O)NC(=S)Nc1cccc2c(C)cc(C)nc12 ?
TDP-43 yeast inh: 8%; HT1080NT lethal: 3%; SW480 rerep: 13%; KB-3-1 tox: -2%; GLP-1R inv ag: 4%; GLP1R ag: 0%; KB-V1 MDR tox: inconclusive; HEK293 tox: -29%; HT1080 IDH1KD tx: 0%

Results for NS(=O)(=O)c1ccc(NC(=O)Cn2ncc3c2-c2ccccc2OC3)cc1 ?
TDP-43 yeast inh: 5%; HT1080NT lethal: -6%; SW480 rerep: 4%; KB-3-1 tox: 0%; GLP-1R inv ag: 36%; GLP1R ag: 7%; KB-V1 MDR tox: -5%; HEK293 tox: 18%; HT1080 IDH1KD tx: 0%

How did O=c1nc2s/c(=C\c3ccc(-c4ccccc4[N+](=O)[O-])o3)c(=O)n2nc1-c1ccccc1 do in these assays?
TDP-43 yeast inh: 19%; HT1080NT lethal: -6%; SW480 rerep: 0%; KB-3-1 tox: 10%; GLP-1R inv ag: 1%; GLP1R ag: -2%; KB-V1 MDR tox: 21%; HEK293 tox: -13%; HT1080 IDH1KD tx: 0%

What do the screens show for `CC(c1nc2ccccc2c(=O)[nH]1)N1CCCN(S(=O)(=O)c2ccc(F)cc2)CC1` (stereo not given)?
TDP-43 yeast inh: -5%; HT1080NT lethal: -1%; SW480 rerep: 1%; KB-3-1 tox: -6%; GLP-1R inv ag: inconclusive; GLP1R ag: 4%; KB-V1 MDR tox: 0%; HEK293 tox: -1%; HT1080 IDH1KD tx: -1%

What do the screens show for `COc1ccc(C(=O)CC2OC(=O)c3c2ccc(OC)c3OC)cc1` (stereo not given)?
TDP-43 yeast inh: 12%; HT1080NT lethal: 10%; SW480 rerep: -9%; KB-3-1 tox: 1%; GLP-1R inv ag: 1%; GLP1R ag: -8%; KB-V1 MDR tox: -2%; HEK293 tox: -3%; HT1080 IDH1KD tx: 8%

What do the screens show for `CC1CC(C)CN(C(=O)c2cc(-c3ccncc3)nc3ccccc23)C1` (stereo not given)?
TDP-43 yeast inh: 13%; HT1080NT lethal: 0%; SW480 rerep: 4%; KB-3-1 tox: -5%; GLP-1R inv ag: -28%; GLP1R ag: 1%; KB-V1 MDR tox: -12%; HEK293 tox: 13%; HT1080 IDH1KD tx: -7%

Results for CCOC(=O)N1CCC(NC(=O)c2ccc3c(c2)N=C(CC)c2ccccc2S3)CC1 ?
TDP-43 yeast inh: inconclusive; HT1080NT lethal: inconclusive; SW480 rerep: -14%; KB-3-1 tox: -16%; GLP-1R inv ag: inconclusive; GLP1R ag: 14%; KB-V1 MDR tox: 0%; HEK293 tox: -17%; HT1080 IDH1KD tx: inconclusive

Results for Cn1cc(C(=O)O)c(=O)c2cc(S(=O)(=O)N3CCCCC3)ccc21 ?
TDP-43 yeast inh: 19%; KB-3-1 tox: -11%; GLP-1R inv ag: inconclusive; KB-V1 MDR tox: -17%; HEK293 tox: -7%

Results for O=C(Nc1cc(S(=O)(=O)N2CCCC2)ccc1Cl)c1cc(F)c(F)c(F)c1F ?
TDP-43 yeast inh: -12%; HT1080NT lethal: 0%; SW480 rerep: 24%; KB-3-1 tox: 19%; GLP-1R inv ag: 2%; GLP1R ag: 8%; KB-V1 MDR tox: 4%; HEK293 tox: -1%; HT1080 IDH1KD tx: -1%

Results for O=C(CN1CCCCC1)NCCNC(=O)CN1CCCCC1 ?
TDP-43 yeast inh: 19%; HT1080NT lethal: -5%; SW480 rerep: 2%; KB-3-1 tox: 1%; GLP-1R inv ag: -3%; GLP1R ag: 4%; KB-V1 MDR tox: -2%; HEK293 tox: -14%; HT1080 IDH1KD tx: -6%

How did COc1cc(S(=O)(=O)NCCCn2ccnc2)ccc1F do in these assays?
TDP-43 yeast inh: -17%; HT1080NT lethal: -2%; SW480 rerep: 3%; KB-3-1 tox: -14%; GLP-1R inv ag: 1%; GLP1R ag: -2%; KB-V1 MDR tox: -10%; HEK293 tox: 3%; HT1080 IDH1KD tx: 0%

Results for Cc1cnn(CCC(=O)NNC(=S)Nc2ccc(F)cc2)c1 ?
TDP-43 yeast inh: -4%; HT1080NT lethal: 8%; SW480 rerep: -2%; KB-3-1 tox: 16%; GLP-1R inv ag: inconclusive; GLP1R ag: -11%; KB-V1 MDR tox: 13%; HEK293 tox: inconclusive; HT1080 IDH1KD tx: 13%

Rows were taken by chance; 9.4% or so of the library scored in one or more.
